Source: PubChem BioAssay
IEC-6 tox – IEC-6 cytotoxicity, counter-screen for KLF5 inhibitors | luminescence viability | inhibition, % at 5 µM | 0.78% of 290,000 active | AID 1825; in the data active = inhibition above about 22%;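 note: 0% = plate median of test compound wells and 100% = cytotoxic reference compound wells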
Platelet DG rel – platelet dense granule release activity | human platelet-rich plasma, SFLLRN dense granule ATP release, luminescence | inhibition, %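 (compounds screened at 7.5 µM in platelet-rich plasma)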 | 0.22% of 300,000 active | AID 1663;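 active = mean replicate score, as percent of positive control, at or above 50; inconclusive = mean below 50 but at least one replicate at or above 50; inactive = mean and every replicate below 50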
HIF activator – HIF pathway transcriptional activation | U2OS HRE-luciferase reporter, luminescence; normalized: DMSO 0%, desferrioxamine 100% | activation, % at 7.5 µM (by protocol) | 0.32% of 300,000 active | AID 1910;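 active = mean activation of at least 10% of the iron chelator positive control signal, with at least half of replicates also reaching 10%; inconclusive = mean and replicate majority disagree about reaching 10%; inactive = mean and most replicates under 10%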
HSF1 activator – increases HSF-1 driven luciferase reporter signal; NIH3T3-HGL HSF-1 luciferase reporter, MG132, 8 h; 100% = twice DMSO control signal; 1.7% of 300,000 active; AID 504408; activation, % at 9 µM;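 active = mean replicate activation of at least 50% with a set share of replicates each reaching 50%; inconclusive = only one of those two conditions met; inactive = mean below 50% and too few replicates reaching it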;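 note: 0% = median of the neutral control wells and 100% = twice that signal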
HSP90 inh – blocks HSP90-mediated luciferase refolding in reticulocyte lysate | inhibition, % at 5.6 µM | AID 1789 | 0.91% of 290,000 active | Rabbit reticulocyte lysate, luciferase refolding luminescence, 3 h;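 active = inhibition above the screen-wide mean plus 3 SD, computed separately per campaign, cut at about 16% in these data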;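 note: 0% = DMSO wells and 100% = 60 µM geldanamycin wells; inhibitors lower the luminescence because luciferase stays unfolded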
HDAC3 inh – inhibitors of human histone deacetylase 3 | O15379 | 0.15% of 320,000 active | AID 2718 | recombinant HDAC3, fluorogenic peptide/trypsin coupled, fluorescence | inhibition, % at 8.3 µM; in the data active = inhibition above about 26%, passing the limit was not always enough; inconclusive = no clear call, values can overlap the other calls
Target sequence (O15379 whole entry, looked up): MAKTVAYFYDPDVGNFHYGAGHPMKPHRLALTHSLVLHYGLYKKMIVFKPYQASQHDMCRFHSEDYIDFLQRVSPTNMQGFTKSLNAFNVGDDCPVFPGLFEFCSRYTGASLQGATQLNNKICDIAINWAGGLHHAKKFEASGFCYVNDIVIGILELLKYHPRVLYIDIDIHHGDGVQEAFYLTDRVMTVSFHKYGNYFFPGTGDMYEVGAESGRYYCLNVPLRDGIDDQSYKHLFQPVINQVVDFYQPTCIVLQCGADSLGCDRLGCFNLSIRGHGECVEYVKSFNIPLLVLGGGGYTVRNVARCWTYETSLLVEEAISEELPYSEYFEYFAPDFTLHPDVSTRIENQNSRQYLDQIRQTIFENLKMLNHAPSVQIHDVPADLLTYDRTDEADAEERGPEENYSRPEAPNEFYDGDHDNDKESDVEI
aSyn 5UTR inh – 5' untranslated region of α-synuclein, MLPCN primary screen; alpha-synuclein 5'UTR reporter, inhibitor activity; inhibition, % (tested at 7.5 µM); 0.82% of 300,000 active; AID 1813; in the data active = inhibition above about 60%; inconclusive = no clear call, values can overlap the other calls;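 note: H4 neuroglioblastoma cells stably carrying SNCA 5'UTR luciferase fusion; 0% = DMSO wells and 100% = positive control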
KLF5 inh – kruppel-like factor 5 inhibition; AID 1700; inhibition, % at 5 µM; DLD-1 KLF5 promoter-luciferase reporter, luminescence; 0.23% of 290,000 active;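 active = inhibition above a per-plate limit of that plate's mean compound inhibition plus 3 SD, cut at about 60% in these data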;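 note: 0% = DMSO wells and 100% = LY294002 at 200 µM; higher means less KLF5 promoter-driven luciferase light; inactives centre near -14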
HSF1 inhib – HSF1 inhibition. 0.77% of 300,000 active. AID 2098. NIH3T3-HGL HSE-luciferase, MG132-induced, luminescence 8 h; active compounds read low. activity change, negative = inhibition, % at 7.5 µM (by protocol);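 active = more than half of replicate wells show activity change below -50%, luminescence cut by over half; inconclusive = some wells, but at most half, below -50%; inactive = no replicate well below -50%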;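 note: luciferase reports HSF-1 transcriptional activity via heat shock element; 0% = median of DMSO wells and -100% = zero luminescence signal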
AI-2 QS modul – modulates the Vibrio harveyi AI-2 quorum sensing system | Vibrio harveyi JMH597 AI-2 luminescence/OD600 ratio, 9 h; active compounds read low; strain lacks LuxN and CqsS sensors; 0 = neutral-control median | activity change, % at 7.5 µM | 0.4% of 300,000 active; in the data active = activity change below about -75%, passing the limit was not always enough; inconclusive = no clear call, values can overlap the other calls;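 note: luminescence divided by OD600 gain over 9 h not by final OD600 alone; inactives centre near 13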
An asterisk follows results filed as active; ? = inconclusive; · = not tested or not shown.

Start of the data: the first two compounds, ahead of the listing:
SMILES | IEC-6 tox | Platelet DG rel | HIF activator | HSF1 activator | HSP90 inh | HDAC3 inh | aSyn 5UTR inh | KLF5 inh | HSF1 inhib | AI-2 QS modul
COc1ccc(C2C(C#N)=C(N)Nc3nc4ccccc4n32)cc1 (centres undefined) | 14 | 10 | 2.8 | 53* | 1 | -1 | -179 | -37 | 31 | 10
CCOc1cc(/C=C(\C#N)C(=O)NCC2CCCO2)ccc1O (centres undefined) | -2 | -13 | -0.2 | 20 | 6 | -5 | -3 | -26 | 7 | 7

Main list, from the start:
SMILES | IEC-6 tox | Platelet DG rel | HIF activator | HSF1 activator | HSP90 inh | HDAC3 inh | aSyn 5UTR inh | KLF5 inh | HSF1 inhib | AI-2 QS modul
COc1ccc(C2C(C#N)=C(N)Nc3nc4ccccc4n32)cc1 (centres undefined) | 14 | 10 | 2.8 | 53* | 1 | -1 | -179 | -37 | 31 | 10
CCOc1cc(/C=C(\C#N)C(=O)NCC2CCCO2)ccc1O (centres undefined) | -2 | -13 | -0.2 | 20 | 6 | -5 | -3 | -26 | 7 | 7
CC(=O)N(Cc1ccccc1)c1ncc2c(n1)c(=O)c(C#N)c1ccccn12 | -2 | -4 | · | 2 | 3 | 0 | 6 | -25 | -4 | 13
N#CC(C#N)=CN=c1ccn(Cc2ccc(Cl)cc2Cl)cc1 | 9 | -8 | -22 | 36 | 5 | 0 | 57 | 1 | 10 | 14
CC(=C1C(=O)c2ccccc2C1=O)N1CCN(Cc2ccccc2)CC1 | -2 | 0 | -0.1 | -11 | 2 | -1 | -23 | -24 | -1 | 30
COc1cc(OC)c(C(=O)NCc2ccc3c(c2)OCO3)cc1OC | -7 | 5 | -16 | -1 | 0 | 0 | 12 | -24 | 6 | ·
O=C(/C=C/c1ccc(F)cc1)N1CCCc2ccccc21 | 6 | 8 | 2.1 | 41 | 2 | -5 | -65 | -47 | 26 | 3
CCSC1=NCCN1S(=O)(=O)c1ccc(Cl)cc1 | -6 | -3 | -0.3 | 2 | 2 | 0 | 20 | -3 | -3 | 22
Cc1cc(Br)c(S(=O)(=O)NCc2ccncc2)cc1C | 8 | 9 | -0.2 | -8 | -3 | 4 | -17 | 10 | -4 | 17
COc1ccc(C(=O)/C=C/C(=O)N(CC(=O)NC2CCCCC2)Cc2ccc(F)cc2)c(O)c1 | -7 | 19 | -7.9 | 8 | -2 | · | 72* | 17 | ? | 4
CN(C)S(=O)(=O)n1cnc2ccccc21 | 7 | 1 | 0.5 | -16 | 3 | 3 | -13 | 2 | -7 | 9
Cc1cc(-c2nnc(SCCC(=O)Nc3ccccc3)o2)no1 | -6 | 5 | -0.3 | -3 | -7 | 3 | 1 | -32 | -15 | 8
NC(=O)CC(NC(=O)c1ccccc1)c1ccc(NCC2CC2)c([N+](=O)[O-])c1 (centres undefined) | · | 8 | 1.6 | -8 | · | 1 | 1 | · | -3 | 8
Cc1cccc(C)c1NC(=O)CSc1nnc(-c2ccco2)c(-c2ccco2)n1 | -15 | 3 | -0.4 | -6 | 7 | 4 | 4 | 6 | -2 | 1
O=C(Nc1ccc2c(c1)OCCO2)c1ccc(Cl)c(S(=O)(=O)N2CCOCC2)c1 | -6 | 0 | 2.1 | 23 | 1 | 7 | -67 | -47 | 0 | 10
COC(CNC(=O)CN1CCN(Cc2ccc(F)cc2Cl)C1=O)OC | -6 | 17 | 1.5 | 15 | -1 | -4 | -7 | -22 | 2 | 14
O=C(N/N=C/c1ccc(OC(=O)c2cccc(F)c2)cc1)c1cccnc1 | 4 | -2 | -0.2 | 21 | 3 | -3 | -3 | -31 | 3 | 19
CC1CCN(S(=O)(=O)c2ccc(S(=O)(=O)N3CCC4(CC3)OCCO4)cc2)CC1 | -2 | -1 | -0.7 | -1 | 1 | 8 | -9 | -27 | -1 | 14
COC(=O)c1ccc2c(=O)n(Cc3ccc(C(=O)NC4CCCC4)cc3)c(=S)[nH]c2c1 | -2 | 14 | 0.3 | 32 | -2 | 0 | 5 | 35 | -2 | 0
COc1ccc(N2CC(C)(C)C2=O)cc1 | -1 | -1 | 0.0 | 2 | -2 | -2 | 7 | -10 | 1 | 9
NCCCC[C@@H](C(=O)NCCCCCCCCCCC(=O)N1CCNCC1)n1cc(CCO)nn1 | · | -2 | 0.1 | -18 | · | -2 | -7 | · | -5 | -6
Cc1ccc(C(C)C)c(OC/C(O)=C(\C#N)c2nc3ccccc3[nH]2)c1 | 4 | -5 | 0.5 | -18 | 0 | -7 | -1 | -26 | 0 | 11
COCCN(C(=O)COC(=O)c1cc(C)n(-c2ccccc2)c1C)c1c(N)n(Cc2ccccc2)c(=O)[nH]c1=O | · | 4 | 0.0 | -7 | · | 5 | 21 | · | 10 | 16
COc1ccc2c(c1)CCc1c(C(=O)N3CCc4ccccc4C3)noc1-2 | -6 | -1 | 0.5 | 6 | 0 | 2 | -36 | -76 | 11 | 0
COc1ccccc1/C=C\C=N\n1c(C2CCCCC2)n[nH]c1=S | -4 | 0 | -0.1 | 32 | -2 | 0 | 14 | -32 | 11 | ?
CCCOc1cccc(C2C(C(=O)c3cccs3)=C(O)C(=O)N2Cc2cccnc2)c1 (centres undefined) | 2 | 1 | 0.1 | 20 | 1 | 0 | -6 | -36 | 5 | 31
CC(C)c1nc(SCC(=O)NCC2CCCO2)c2c(=O)n(C)c(=O)n(C)c2n1 (centres undefined) | 1 | -2 | -0.3 | -2 | -2 | -2 | -17 | -2 | -4 | 12
Cc1cc(Cl)ccc1OC(C)C(=O)Nc1ccc(S(=O)(=O)Nc2cnc3ccccc3n2)cc1 (centres undefined) | -11 | -4 | -0.6 | 30 | -7 | 4 | 29 | 0 | 21 | 78
CN(C)CC/C=C1/c2ccccc2Sc2c(O)cc(Cl)cc21 | -3 | -1 | -0.5 | -6 | 1 | 8 | -25 | -13 | -4 | 40
Cc1cccc(C)c1OCC(=O)N/N=C/c1cccn1C | 0 | 3 | 0.5 | -1 | 2 | 2 | 0 | -8 | -8 | 11
Cc1onc(-c2ccccc2)c1C(=O)Nc1nnc(CC(C)(C)C)s1 | 5 | -1 | 0.0 | -62 | 0 | -1 | 21 | -33 | -49 | 16
O=C(COC(=O)CNC(=O)C1CCCCC1)Nc1ccc2ccccc2c1 | -3 | -4 | 0.5 | 1 | -7 | 2 | -24 | -44 | 2 | 2
C#CCOCCOCCOCCNc1nc(N2CCN(C(=O)[C@H](Cc3ccc(O)cc3)n3cc([C@@H](N)CC(C)C)nn3)CC2)nc(N2CCN(C(=O)[C@H](Cc3cc4ccccc4[nH]3)n3cc([C@@H](N)CC(C)C)nn3)CC2)n1 | 10 | 4 | 0.4 | -19 | 9 | 2 | 15 | -11 | 1 | 13
O=c1[nH]c2ccc(S(=O)(=O)N3CCCC3)cc2[nH]1 | -6 | -4 | 0.0 | 3 | -1 | 11 | -14 | -1 | 1 | 20
CCN(CC(=O)NC1CC1)S(=O)(=O)c1ccc(OC)cc1 | -3 | -3 | 0.1 | 19 | -2 | -4 | 7 | -6 | 4 | 20
Nc1ccc(CCc2ccc(N)cc2)cc1 | · | 6 | 0.0 | 15 | · | -2 | -34 | · | 0 | 17
Cc1cc(C)n(-c2ccc3nncn3n2)n1 | -2 | 0 | -0.1 | 12 | -2 | -8 | -11 | 12 | -7 | 10
O=C(COC(=O)Cn1cnc2ccccc21)Nc1ccc2c(c1)C(=O)c1ccccc1C2=O | -1 | 3 | 1.3 | 22 | 3 | -3 | -153 | -79 | 14 | 7
CCOC(=O)C1=C(C)N(CCCC(=O)O)C(=O)NC1c1ccccc1OS(=O)(=O)c1ccc([N+](=O)[O-])cc1 (centres undefined) | · | 1 | -0.2 | -3 | · | -3 | 13 | · | -5 | 16
O=C(NCc1ccco1)C1CC2CCC1C2 (centres undefined) | -1 | 5 | · | -5 | 1 | 1 | 1 | -8 | -10 | 21
Fc1ccc(CSc2nnc(CN3CCOCC3)n2-c2ccccc2)c(Cl)c1 | 2 | -1 | -0.2 | 13 | -1 | -4 | 18 | -21 | 4 | 4
COc1cccc(OCCCCSc2ncccn2)c1 | 6 | -3 | 0.3 | 9 | 3 | 3 | -37 | -8 | 4 | -50
Cc1nc(NC(=O)CCN2C(=O)C3CC=CCC3C2=O)sc1C (centres undefined) | -4 | -9 | 0.1 | 2 | -1 | 0 | -7 | -32 | -4 | 20
O=C1NCCNC1(c1c[nH]c2ccccc12)C(F)(F)F (centres undefined) | -10 | 22 | 0.2 | -9 | -2 | 3 | 16 | -17 | -7 | 15
S=c1nc(-c2cccc(Br)c2)[nH][nH]1 | 2 | -19 | -0.1 | 34 | 3 | 13 | -9 | -16 | 9 | 33
O=C(NCC(c1ccc(F)cc1)N1CCOCC1)c1cccnc1Sc1ccccc1 (centres undefined) | · | -8 | -0.2 | -20 | · | -14 | 16 | · | -4 | 21
COc1cc(C(=O)Nc2c(C(=O)N3CCOCC3)oc3ccccc23)cc(OC)c1OC | -6 | 8 | -0.3 | -1 | -5 | 0 | -3 | -41 | 2 | 31
CCc1nc(NCCC(C)C)c(C#N)c2c1CCCC2 | -2 | -2 | 0.1 | -4 | -1 | -1 | 19 | -15 | -4 | 7
Cc1ccc(NC(=O)c2cc3ccccc3oc2=N)cc1 | -4 | 7 | 1.9 | -33 | 55* | · | 82* | 58 | -21 | 20
Cc1cc(C(F)(F)F)nc(SCC(=O)Nc2c(C)n(C)n(-c3ccccc3)c2=O)n1 | 3 | -30 | 0.2 | 1 | -1 | -4 | -14 | 8 | 3 | 4
O=S(=O)(c1cccc(C(F)(F)F)c1)N1CCC(O)(c2cccnc2)CC1 | -2 | 1 | 0.4 | 11 | 2 | -4 | -12 | -14 | 3 | 19
CCOC(=O)C1(Cc2ccc(OC)cc2)CCN(C(=O)Cc2cccnc2)CC1 | 4 | 9 | 0.3 | 1 | 0 | -2 | -2 | -1 | 5 | 7
CCOC(=O)CC(=O)CSc1nc(-c2ccccc2)cc(-c2ccc(Cl)cc2)c1C#N | 4 | -1 | -0.2 | 14 | 2 | -6 | -9 | 5 | -2 | 24
Cc1snc(SCc2ccc(F)cc2)c1C#N | -1 | 0 | -28 | 26 | 4 | 7 | -28 | -20 | 5 | 8
CCc1cccc(NC(=O)CCCn2nc(C)c3c(C)n(-c4ccccc4)nc3c2=O)c1 | -5 | -4 | -0.1 | 3 | -1 | -6 | 32 | -9 | 5 | 7
O=C(CSc1nnc(Cc2cccs2)n1Cc1ccco1)Nc1ccc(Br)cc1 | 0 | -2 | -0.2 | 3 | 3 | 2 | 39 | -7 | 9 | 8
NC(=O)Cn1c(O)c(N=NC(=O)CNC(=O)/C=C/c2ccccc2)c2ccccc21 | -7 | -5 | -0.5 | -4 | -6 | -2 | -5 | -17 | -1 | 15
CCCn1c(SCC(=O)N2c3ccccc3Sc3ccccc32)nc2c1c(=O)n(C)c(=O)n2C | 4 | 4 | -1.0 | 8 | 2 | -7 | 47 | 10 | -3 | 17
Cc1ccc(S(=O)(=O)N2CCC(c3nnc(SCCN4CCCC4)n3C)CC2)cc1 | -4 | -12 | 0.1 | -1 | -3 | -1 | 3 | -21 | -4 | 16
O=C(c1ccccc1)N(Nc1ccccc1)c1ccccc1 | -3 | 6 | -0.2 | 12 | -1 | -1 | 11 | -5 | -11 | 14
